Source: PubChem
UCHL1 block – human UCHL1 deubiquitinase inhibition | P09936 | purified UCHL1, Ub-rhodamine cleavage fluorescence | inhibition, % at 20 µM | 47,000 tested, 0.2% active | AID 1645859
Target sequence (P09936 whole entry, looked up): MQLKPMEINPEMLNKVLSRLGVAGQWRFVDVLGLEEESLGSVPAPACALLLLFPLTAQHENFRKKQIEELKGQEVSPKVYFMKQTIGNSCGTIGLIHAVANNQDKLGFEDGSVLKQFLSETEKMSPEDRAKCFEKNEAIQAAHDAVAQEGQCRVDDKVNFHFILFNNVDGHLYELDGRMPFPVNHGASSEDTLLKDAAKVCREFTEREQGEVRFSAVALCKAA
USP30 inh – inhibitors of human USP30 deubiquitinase | Q70CQ3 | purified USP30, Ub-rhodamine cleavage fluorescence | AID 1645860 | inhibition, % at 25 µM | 47,000 tested, 5.3% active
Target sequence (Q70CQ3 whole entry, looked up): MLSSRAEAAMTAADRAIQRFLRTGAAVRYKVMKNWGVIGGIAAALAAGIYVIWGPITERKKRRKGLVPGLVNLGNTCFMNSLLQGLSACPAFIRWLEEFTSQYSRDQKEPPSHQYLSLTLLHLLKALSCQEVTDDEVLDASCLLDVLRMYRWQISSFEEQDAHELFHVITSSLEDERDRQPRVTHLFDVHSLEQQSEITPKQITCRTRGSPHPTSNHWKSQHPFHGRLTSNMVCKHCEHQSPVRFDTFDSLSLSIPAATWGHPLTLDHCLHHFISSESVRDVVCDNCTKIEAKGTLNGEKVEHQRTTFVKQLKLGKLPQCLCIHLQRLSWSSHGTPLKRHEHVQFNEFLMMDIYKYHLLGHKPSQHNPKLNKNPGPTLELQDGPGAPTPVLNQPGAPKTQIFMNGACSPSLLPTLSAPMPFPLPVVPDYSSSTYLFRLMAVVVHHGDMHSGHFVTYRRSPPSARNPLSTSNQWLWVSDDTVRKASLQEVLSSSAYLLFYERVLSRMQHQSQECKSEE
USP10 inh – human USP10 deubiquitinase inhibition. AID 1645856. purified USP10, Ub-rhodamine fluorescence, 60 min. Q14694. inhibition, % at 20 µM. 47,000 tested, 1.1% active
OTUD3 inh – human OTUD3 deubiquitinase inhibition; purified OTUD3, Ub-rhodamine fluorescence, 2 h; Q5T2D3; inhibition, % at 25 µM; AID 1645858; 47,000 tested, 0.7% active
USP7 block – blocks human USP7 ubiquitin-rhodamine cleavage. 47,000 tested, 0.3% active. AID 1645854. inhibition, % at 20 µM. purified USP7, Ub-rhodamine cleavage fluorescence
USP17 block – blocks human USP17 ubiquitin-rhodamine cleavage | A8MUK1 | purified USP17, Ub-rhodamine cleavage fluorescence, 3 h | inhibition, % at 50 µM | 47,000 tested, 6.5% active | AID 1645855
USP28 block – inhibitors of human USP28 deubiquitinase; Q96RU2; purified USP28, Ub-rhodamine cleavage fluorescence, 30 min; inhibition, % at 25 µM; 47,000 tested, 3% active
USP8 block – inhibitors of human USP8 deubiquitinase. P40818. purified USP8, Ub-rhodamine cleavage fluorescence, 30 min. inhibition, % at 20 µM. 47,000 tested, 4.2% active. AID 1645853
* marks the source's active call; other numbers are inactive results; i = inactive; x = no result given. Rule as the data show it: active = inhibition above about 30%; inactive = the rest.

No.	UCHL1 block	USP30 inh	USP10 inh	OTUD3 inh	USP7 block	USP17 block	USP28 block	USP8 block	canonical_smiles
1	-3	-3	1	0	-3	-61	-1	-130	CCOc1ccc(-n2ccnc2SCC(=O)NCc2ccc(F)cc2)cc1
2	2	-3	3	-4	2	-1	-7	1	CN1CCN(c2ncc3c(=O)n(Cc4ccco4)ccc3n2)CC1
3	-2	-2	2	-6	0	-2	0	7	COc1cccc(CN2CCCC3(Cc4ccccc4CNC3=O)C2)c1 (stereo not drawn)
4	-3	-70	-4	-26	-2	-28	-29	-2	Cc1oc2ncn3nc(-c4cc(-c5ccc(F)cc5)n[nH]4)nc3c2c1C
5	-1	-8	1	-5	0	-6	-11	-10	COc1cccc(-c2cncc(C3CNCCO3)n2)c1 (stereo not drawn)
6	5	17	1	-3	5	32*	1	-4	c1cncc(CNc2ncnc3c2sc2nc(N4CCOCC4)c4c(c23)CCC4)c1
7	-3	4	0	0	-3	6	6	3	COc1ccc2c(c1)CC(C(=O)NCc1ccccc1)CO2 (stereo not drawn)
8	-1	-105	-4	-24	-19	-8	-12	-3	Cc1ccc(NC(=O)Cn2cccc(S(=O)(=O)N3CCCCCC3)c2=O)c(C)c1
9	4	35*	4	9	0	10	11	21	CCOc1ccccc1-c1noc(CCn2c(=O)[nH]c3ccccc3c2=O)n1
10	-6	-83	-6	-10	-8	-35	-19	-9	O=C(Nc1nc2c(s1)CN(C(=O)c1ccco1)CC2)C1CCCO1 (stereo not drawn)
11	-57	-127	-9	0	-49	2	39*	-314	CC(C)C[C@@H]1NC(=O)[C@H](CCCN)NC(=O)[C@H](C(C)C)NC(=O)[C@H](Cc2ccc(O)cc2)NC(=O)[C@H](CCC(N)=O)NC(=O)[C@H](CC(N)=O)NC(=O)[C@@H](Cc2ccccc2)NC(=O)[C@H](Cc2ccccc2)NC(=O)[C@@H]2CCCN2C(=O)[C@@H](Cc2ccccc2)NC1=O
12	0	1	5	-3	0	3	-2	6	Cc1ccc(NC(=O)CCc2nc3c(C)nn(-c4ccccc4)c3n(C)c2=O)cc1F
13	-2	-4	-4	6	5	0	-1	-32	Cc1nn2c(S(=O)(=O)NCc3ccc(F)cc3F)c(C)nc2s1
14	-1	-12	0	-6	0	-9	-7	-19	CC(=O)Nc1ccc(S(=O)(=O)NC2COc3ccccc3C2)cc1 (stereo not drawn)
15	0	17	10	1	-20	-70	5	2	COc1ccc(C(C)=O)cc1CSc1nnc(-c2ccccc2OC)n1CCc1ccccc1
16	0	4	13	6	7	10	5	14	CC(=O)Nc1cc(-c2ccccc2)nn(CC(=O)Nc2cc(F)cc(F)c2)c1=O
17	-13	-180	-7	-11	3	-24	-47	53*	O=c1ccc(-c2nc(-c3ccncc3)no2)cn1Cc1noc(-c2ccccc2)n1
18	0	15	-1	16	4	-11	10	-136	NCC(=O)N1CCC2(CC1)C(=O)NCN2C(=O)Cc1cccc(Cl)c1
19	-1	-21	-1	-9	-15	-5	-10	-1	O=c1c2[nH]c3ccc(Cl)cc3c2ncn1CCCN1CCOCC1
20	-2	9	0	3	0	2	-1	1	COc1ccccc1CN1C(=O)CCC1(C)C(=O)NC1CCCC1 (stereo not drawn)
21	-5	-52	-9	-13	-4	-15	-12	-26	O=C(O)C1CCCN1c1ccc(S(=O)(=O)N2CCOCC2)cc1[N+](=O)[O-] (stereo not drawn)
22	0	-13	-3	-4	0	-25	-5	-4	COc1ccc(-c2nc(-c3noc4ccc(C(=O)N5CCN(C)CC5)cc34)co2)cc1
23	6	5	3	1	1	1	1	0	COc1ccc(S(=O)(=O)Nc2cccc(-c3cn4cccc(C)c4n3)c2)cc1OC
24	6	-1	3	-7	-12	11	39*	-90	Cn1c(C(=O)NCCc2c[nH]c3ccccc23)cc2sccc21
25	-1	-5	1	-3	-1	-2	-2	-1	COc1ccc(NC(=O)c2cncc(Br)c2)c(OC)c1

A second format for 2 compounds above:
item | canonical_smiles | UCHL1 block | USP30 inh | USP10 inh | OTUD3 inh | USP7 block | USP17 block | USP28 block | USP8 block
1 | CCOc1ccc(-n2ccnc2SCC(=O)NCc2ccc(F)cc2)cc1 | -3 | -3 | 1 | 0 | -3 | -61 | -1 | -130
2 | CN1CCN(c2ncc3c(=O)n(Cc4ccco4)ccc3n2)CC1 | 2 | -3 | 3 | -4 | 2 | -1 | -7 | 1

(listing goes on)
No.	UCHL1 block	USP30 inh	USP10 inh	OTUD3 inh	USP7 block	USP17 block	USP28 block	USP8 block	canonical_smiles
26	2	-1	-1	1	-1	3	1	0	O=C(c1nc(-c2ccc3cc[nH]c3c2)no1)N1CCCC1
27	0	1	-2	7	-3	6	0	8	CCn1nccc1CN(C)C(=O)c1cc(C2CC2)nc2c1c(C)nn2C(C)C
28	5	x	6	-1	0	44*	x	3	O=C1CC(c2ccco2)Cc2nc(N3CCc4ccccc4C3)ncc21 (stereo not drawn)
29	5	21	1	2	7	49*	26	65*	Cc1ccc2nc(-c3cccc(NC(=O)C(C)C)c3)[nH]c2c1
30	5	2	0	3	6	-5	0	-107	O=C1C(=O)N(CCN2CCOCC2)C(c2ccc(F)cc2)C1=C(O)c1ccccc1 (stereo not drawn)
31	0	15	1	19	0	13	17	-5	O=C(CSc1nnnn1-c1ccccc1)N1CCN(c2ccccc2)CC1
32	1	-3	0	-2	3	65*	-4	34*	Cc1ccccc1NC(=O)CNc1nc(Nc2ccccc2)nc(Nc2ccccc2)n1
33	-97	-14	-8	-4	-50	0	-14	-4	O=C(Oc1ccc2cc(-c3ccc4ccccc4n3)c(=O)oc2c1)C1CCCCC1
34	-2	-14	-1	-8	-1	-1	-6	-4	Cc1noc(-c2ccnc(-n3ncc(C(=O)N4CCC(C)CC4)c3C)c2)n1
35	2	8	4	-2	2	-7	6	-7	Cc1cccc(C)c1NC(=O)c1ccc(N(Cc2ccc(Cl)cc2)S(C)(=O)=O)cc1
36	3	-3	4	6	-2	-17	3	-112	CC(C)C(NS(=O)(=O)c1ccccc1)C(=O)OCC(=O)Nc1cc([N+](=O)[O-])ccc1F (stereo not drawn)
37	4	11	-1	7	1	25	7	-1	Cn1nc(C(=O)NCc2cccnc2)c2c1-c1ccsc1CC2
38	1	-2	2	-1	0	-52	20	1	CC(=O)Nc1ccc(S(=O)(=O)Nc2cncc(C(=O)NCc3ccc(C)cc3)c2)cc1
39	-11	i	-8	-214	-15	x	-200	-173	COc1ccc(CCNc2c(-c3ccccc3O)nc3cnccn23)cc1OC
40	-2	-10	-1	-10	3	-24	-8	-6	COc1ccc(C(=O)Nc2ccc(C)c(N3CCCC3=O)c2)cc1
41	4	49*	30	23	7	46*	29	3	CC1(C)C(O)CCC2(C)C1CCC1(C)C2C(=O)C=C2[C@@H]3C[C@@](C)(C(=O)O)CCC3(C)CC[C@]21C (stereo partly drawn)
42	-3	7	2	-1	-23	-5	-8	2	Cc1cccc(CSc2nc3nc4c(cn3n2)C(=O)CCC4)c1
43	1	x	1	4	0	17	x	-1	Cc1c(NC(=O)c2cccc3c2SCCC3=O)cccc1[N+](=O)[O-]
44	-3	-7	1	-9	4	-4	-10	-3	COCC(=O)N1CCC(Oc2ccc(C(=O)N3CCOCC3)cn2)CC1
45	-5	9	1	-3	-8	-3	4	0	CC1=C(C(=O)Nc2ccccc2C)C(c2cccs2)n2ncnc2N1 (stereo not drawn)
46	3	18	-5	0	1	43*	13	-5	Cc1nc2sc3c(NCC(C)C)ncnc3c2c2c1COC(C)(C)C2
47	-2	-5	-1	-4	-3	-3	1	-1	COc1ccc(OC)c(CNC(=O)c2ccc3cn[nH]c3c2)c1
48	2	11	1	18	4	10	8	17	CC(=O)N[C@@]12CN(C)CC[C@@H]1[C@@H](c1ccccc1)N(CC(=O)Nc1cnn(C)c1C)C2
49	1	0	5	1	7	-4	1	-49	Cn1cnc(C(=O)N2CCCC23CCCN(C(=O)Nc2ccccc2)C3)c1 (stereo not drawn)
50	10	26	11	4	0	7	18	11	O=C(COC(=O)C1(NS(=O)(=O)c2ccc(Cl)cc2)CCCCC1)Nc1ccc(Cl)c(Cl)c1
51	0	-4	-2	-2	-7	x	-7	-41	CCn1c(=O)c(C(=O)NCc2cccc(Cl)c2)nc2cccnc21
52	-1	12	-1	13	3	12	8	-2	CNc1cncc(C2CCCN2C(=O)Cc2c(C)nc3ccccn23)n1 (stereo not drawn)
53	3	28	3	19	6	12	13	-16	CCC(CC)C(=O)N1CCOC2(COCCN(CC(=O)NC)C2)C1 (stereo not drawn)
54	2	49*	7	13	-9	20	13	36*	COC(=O)c1ccc(C(=O)OC)c(N2C(=O)CSCC2=O)c1
55	0	0	-6	1	1	4	2	8	CCn1ccc(CN(C)C(=O)c2cc(C3CC3)nc3c2c(C)nn3C(C)C)n1
56	0	10	1	13	4	6	1	2	Cn1nccc1-c1cncc(CC2CCN(C(=O)C(C)(C)C)CC2)n1
57	-3	x	-2	-3	-7	-9	x	-7	CC(C)(C)c1nc(NCc2ccco2)c2nnn(Cc3ccccc3Cl)c2n1
58	2	2	0	12	0	10	10	3	COCCN1[C@H]2CCN(C(=O)C3CCC3)CC[C@@H]2Oc2ccccc2S1(=O)=O
59	6	4	10	13	0	10	9	14	OC(CNCc1ccccc1Cl)(c1ccccc1)c1ccc(F)cc1 (stereo not drawn)
60	3	2	3	7	10	0	2	10	Cc1ccc(S(=O)(=O)NC2=NCc3ccccc3N2)cc1
61	-3	x	-1	0	0	-21	x	-10	Cc1c(Cl)cccc1NC(=O)CN1c2ccccc2S(=O)(=O)c2ccccc21
62	3	2	3	-15	0	24	41*	3	Cn1c(C(=O)NCCc2ccc(S(N)(=O)=O)cc2)cc2sc(Cl)cc21
63	3	17	0	11	-2	13	9	10	COc1ccccc1N1CCN(C(=O)/C=C/c2ccc(OCc3ccc(Br)cc3)cc2)CC1
64	0	-16	-1	13	-10	3	0	-4	O=C(NCc1ccco1)C1CCCCN1S(=O)(=O)c1ccc(F)cc1 (stereo not drawn)
65	-2	-8	-1	-5	-3	-6	-13	-3	CC(=O)N1CCCCCC1C1CCN(c2ncnc3ccccc23)CC1 (stereo not drawn)
66	0	-8	-3	5	-1	-15	3	-63	Cc1ccc(Sc2ncccc2C(=O)Nc2ccnn2Cc2cccnc2)cc1C
67	0	-1	-2	-11	3	-8	-10	2	COc1ccccc1CN1CCC(Nc2nc3c(c(=O)[nH]2)CCCC3)CC1
68	-16	-208	-11	-47	-14	x	-61	-29	Cc1cccc(OCC2=NN3C(=N)/C(=C\c4cc(C)n(-c5ccc(F)cc5)c4C)C(=O)N=C3S2)c1
69	-5	-46	-5	-15	-6	-18	-15	-10	O=C(CCc1nc(-c2cccnc2)no1)Nc1ccc(F)cc1F
70	2	1	0	2	1	5	6	6	O=C1COC2(CCN(C(=O)C3(c4ccc(F)cc4)CCCC3)C2)CN1c1ccccc1 (stereo not drawn)
71	1	4	1	7	5	-3	-5	9	Cc1cc(C)n(-c2ccnc(NCCN3CCCCC3)n2)n1
72	0	4	0	0	1	5	-2	4	Cc1ccccc1C(=O)N1CC(C(=O)NC2CCCC2)C2(CCOCC2)C1 (stereo not drawn)
73	1	-115	-12	0	-21	33*	6	25	O=C(NCc1ccco1)c1nnn(Cc2ccccc2Cl)c1-n1cccc1
74	1	14	-15	40*	0	66*	26	26	COc1ccc(C(=O)Nc2sc3c(c2C(=O)NCc2cccnc2)CCCC3)cc1
75	1	18	3	12	0	19	10	-1	O=C(Cn1cc(S(=O)(=O)N2CCCC2)ccc1=O)Nc1ccccc1

Single records (already shown). Order of values: UCHL1 block	USP30 inh	USP10 inh	OTUD3 inh	USP7 block	USP17 block	USP28 block	USP8 block
Cc1c(Cl)cccc1NC(=O)CN1c2ccccc2S(=O)(=O)c2ccccc21 in the list: -3	x	-1	0	0	-21	x	-10
O=C(Cn1cc(S(=O)(=O)N2CCCC2)ccc1=O)Nc1ccccc1 in the list: 1	18	3	12	0	19	10	-1
Cc1cccc(OCC2=NN3C(=N)/C(=C\c4cc(C)n(-c5ccc(F)cc5)c4C)C(=O)N=C3S2)c1 in the list: -16	-208	-11	-47	-14	x	-61	-29
Cc1ccccc1C(=O)N1CC(C(=O)NC2CCCC2)C2(CCOCC2)C1 (stereo not drawn) in the list: 0	4	0	0	1	5	-2	4

Remaining list, next part.
No.	UCHL1 block	USP30 inh	USP10 inh	OTUD3 inh	USP7 block	USP17 block	USP28 block	USP8 block	canonical_smiles
76	0	58*	21	6	-31	0	21	-253	Cc1c(CC(=O)Nc2nn[nH]n2)c(=O)oc2cc3c(cc12)CCC1(CCCCC1)O3
77	0	10	10	-2	5	54*	-8	10	COc1cccc(NC(=O)Nc2nccn(-c3ccc(F)cc3)c2=O)c1
78	3	14	0	6	4	6	4	21	Cc1nc(CS(=O)(=O)c2ccc(Cl)cc2)cc(N2CCOCC2)n1
79	-8	-69	-12	-14	-10	-14	-17	-19	CC(=O)Nc1cc(-c2cccc(CO)c2)cn2c(-c3cnn(C)c3)cnc12
80	5	-7	10	4	6	-2	-1	-8	CCOC(=O)c1cc(C#N)c(NCc2ccccc2OC)nc1-c1ccccc1
